Assay outcomes deposited in PubChem by Johns Hopkins Ion Channel Center.
KCNQ1 act – potentiators or activators of human KCNQ1 potassium channel; B-score at 10 µM; 310,000 tested, 0.35% active; AID 2648; CHO-K1 KCNQ1, thallium flux FluxOR fluorescence; active compounds read high; P51787;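 active means fluorescence ratio B-score, a plate-corrected score, at least three library SD, with initial intensity B-score within 5 SD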
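Medium – assay buffer, equal DMSO in all wells · Material – CHO-K1 cell line with stable KCNQ1 potassium channel expression · Signal – kinetic FluxOR thallium fluorescence, 10-s 1-Hz baseline, 110-s post-stimulus read · Compound – single concentration per compound, DMSO matched to controls · Schedule – 37 °C overnight plating, 90-min dark dye load, 20-min compound pretreatment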
KCNK3 block – human KCNK3 channel inhibition, primary screen; O14649; CHO-KCNK3 thallium flux, FluxOR fluorescence; active compounds read low; B-score at 10 µM; 340,000 tested, 0.84% active;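 active means B-score under library mean minus 4 SD, starting fluorescence ratio at most library mean plus 5 SD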;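 further: more negative B-score means stronger inhibition of thallium flux through KCNK3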
Target sequence (O14649 whole entry, looked up): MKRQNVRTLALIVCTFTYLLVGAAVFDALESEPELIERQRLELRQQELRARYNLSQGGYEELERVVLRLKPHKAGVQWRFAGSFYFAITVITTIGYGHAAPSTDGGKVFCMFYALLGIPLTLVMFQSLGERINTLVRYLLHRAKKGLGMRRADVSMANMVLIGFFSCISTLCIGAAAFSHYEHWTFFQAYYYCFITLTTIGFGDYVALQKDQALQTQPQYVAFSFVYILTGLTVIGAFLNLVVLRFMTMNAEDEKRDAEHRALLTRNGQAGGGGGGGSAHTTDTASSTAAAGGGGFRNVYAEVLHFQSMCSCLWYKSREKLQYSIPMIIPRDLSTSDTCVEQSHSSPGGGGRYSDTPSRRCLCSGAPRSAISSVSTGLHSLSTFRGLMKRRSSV
KCNK9 block – inhibitors of human KCNK9 two-pore domain potassium channel. Q9NPC2. HEK293 KCNK9, FluxOR thallium flux fluorescence; active compounds read low. B-score at 10 µM. 310,000 tested, 1.2% active;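 active means ratio B-score over 3 SD below the library mean, with starting fluorescence within 5 SD of its mean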;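 further: negative B-score means less thallium flux so channel inhibition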
Target sequence (Q9NPC2 whole entry, looked up, the tested form may be a part): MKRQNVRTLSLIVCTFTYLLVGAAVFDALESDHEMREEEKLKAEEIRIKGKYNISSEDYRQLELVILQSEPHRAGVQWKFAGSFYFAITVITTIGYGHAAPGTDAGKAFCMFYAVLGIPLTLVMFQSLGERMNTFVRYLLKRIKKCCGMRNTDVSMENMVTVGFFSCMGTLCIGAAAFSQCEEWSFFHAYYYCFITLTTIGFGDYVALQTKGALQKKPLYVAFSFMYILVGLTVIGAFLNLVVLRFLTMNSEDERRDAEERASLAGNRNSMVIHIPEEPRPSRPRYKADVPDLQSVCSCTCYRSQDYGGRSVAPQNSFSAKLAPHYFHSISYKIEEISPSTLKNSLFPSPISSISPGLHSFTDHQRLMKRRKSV
hERG rescue – compounds protecting human hERG from proarrhythmic drug block | Q12809 | CHO-hERG, FluxOR thallium flux, dofetilide IC70 present | activation (rescue from dofetilide block), less the hit threshold, % at 10 µM | 310,000 tested, 0.51% active | AID 1511;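 active means activation above the mean of controls blocked by dofetilide plus 5 SD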;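 further: thallium influx through hERG after potassium depolarization seen as dye fluorescence rise; in these data hits start at about 4.7%; inactives centre near -7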
ANO1 activ – mouse TMEM16A channel activation, primary screen; HEK293 TMEM16A/YFP-H148Q/I152L, iodide quench fluorescence; active compounds read low; B-score at 10 µM; 340,000 tested, 0.3% active; AID 623877;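 active means fluorescence-ratio B-score plate-corrected deviation score at least 3 library SD below zero, with starting fluorescence score within 5 deviations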;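 further: channel opened by trigger with iodide after compound preincubation; score built on the fluorescence ratio of max minus min over baseline; more negative score means more quench and so TMEM16A activation or potentiation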
MrgX1 allo act – allosterically activates human MrgX1 receptor signaling; AID 588675; B-score at 10 µM; Q96LB2; MrgX1-HEK293, Fluo-4 calcium flux, FDSS; active compounds read high; 310,000 tested, 0.63% active;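 active means plate-corrected calcium response at least 3 library SD above typical, normal starting fluorescence, not activating the receptor alone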;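 further: compound read alongside a low EC10 to EC30 dose of BAM8-22 agonist; peak minus trough fluorescence over baseline measured at the second addition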
Target sequence (Q96LB2 whole entry, looked up): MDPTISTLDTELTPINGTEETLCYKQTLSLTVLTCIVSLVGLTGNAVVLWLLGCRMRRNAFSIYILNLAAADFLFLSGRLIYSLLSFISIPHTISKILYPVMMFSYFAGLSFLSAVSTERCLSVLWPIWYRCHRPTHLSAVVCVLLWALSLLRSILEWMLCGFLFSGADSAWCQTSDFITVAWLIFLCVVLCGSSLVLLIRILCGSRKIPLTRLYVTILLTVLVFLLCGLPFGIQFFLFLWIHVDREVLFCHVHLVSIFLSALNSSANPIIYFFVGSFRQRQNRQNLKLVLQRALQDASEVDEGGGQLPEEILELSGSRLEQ
TMEM16A inh – inhibitors of mouse TMEM16A calcium-activated chloride channel; normalized B-score (activity score, 25-100; higher = stronger inhibition) at 10 µM; AID 588511; HEK293 TMEM16A/YFP iodide influx fluorescence, ionomycin; 310,000 tested, 1.2% active;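 active means ratio plate-corrected score three or more library SD toward inhibition, starting fluorescence score within five deviations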;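 further: score derived from kinetic fluorescence span divided by baseline fluorescence per well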
RGS4 act – potentiators or activators of RGS4; HEK293 M3R/inducible RGS4, carbachol calcium flux Fluo4; active compounds read low; AID 463111; B-score at 10 µM; 310,000 tested, 0.92% active;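 active means B-score of the integrated calcium signal more than 4 SD below the library mean, with starting fluorescence not abnormally high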;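 further: negative B-score means reduced calcium response which marks RGS4 activation or potentiation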
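test system = M3R-expressing HEK293 line, RGS4 induced by doxycycline | probe or stimulus = carbachol at ECmax as muscarinic agonist stimulus | timing = dye loading 30 min 37 °C, buffer rest 30 min RT | signal = calcium dye Fluo4 fluorescence | evaluation = B score from integrated fluorescence ratio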
RGS4 block – human RGS4 inhibition; HEK293 M3R/RGS4 inducible, Fluo-4 calcium flux; active compounds read high; triggered by carbachol at its EC20; B-score at 10 µM; 310,000 tested, 0.45% active; AID 463165;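 active means B-score, a plate-corrected calcium signal, over three deviations above library mean, with baseline fluorescence within five deviations of library mean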;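 further: RGS4 expression induced by doxycycline in cells with stable M3 receptor; B-score is computed from the integrated fluorescence ratio over baseline after carbachol; higher B-score means a larger calcium signal and so more RGS4 inhibition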
KCNQ1 inh – human KCNQ1 channel inhibition | AID 2642 | CHO-K1 KCNQ1, FluxOR thallium flux fluorescence; active compounds read high | 310,000 tested, 1.3% active | P51787 | B-score at 10 µM;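 active means compounds whose thallium flux B-score, printed positive for inhibition, exceeds three library SD while starting fluorescence stays within three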;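 further: channel opened by potassium depolarization with thallium stimulus after 20 min compound exposure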
MrgX1 agonist – human MrgX1 receptor agonism, primary screen | Q96LB2 | MrgX1-HEK293 cells, Fluo-4 calcium fluorescence, agonist mode; active compounds read high | B-score at 10 µM | 310,000 tested, 0.44% active | AID 588627;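 active means calcium response B-score plate-corrected fluorescence ratio at least 3 library SD, with starting fluorescence B-score inside 5 SD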
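Material – MrgX1-expressing HEK293 cells · Input – 15,000 cells seeded per well · Dosing – compound as first of three additions · Times – overnight seeding, then 1 h dark dye loading · Measured by – kinetic Fluo-4 NW fluorescence of intracellular calcium · Read-out – B-scored fluorescence response ratio · Benchmarks – positive and negative control wells on each plate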
* marks the source's active call; other numbers are inactive results.

What do the screens show for `CCOc1cc2c(cc1OCC)C(C(=O)O)C(c1cc(OC)c(OC)c(OC)c1)N(C)C2=O` (configuration not stated)?
KCNQ1 act: inactive; KCNK3 block: inactive; KCNK9 block: inactive; hERG rescue: -8; ANO1 activ: inactive; MrgX1 allo act: inactive; TMEM16A inh: inactive; RGS4 act: inactive; RGS4 block: inactive; KCNQ1 inh: inactive; MrgX1 agonist: inactive

Results for Cc1ccc2cc(C)c(SCC(=O)Nc3cc(C)on3)nc2c1 ?
KCNQ1 act: inactive; KCNK3 block: inactive; KCNK9 block: inactive; hERG rescue: -4; ANO1 activ: inactive; MrgX1 allo act: inactive; TMEM16A inh: inactive; RGS4 act: inactive; RGS4 block: inactive; KCNQ1 inh: inactive; MrgX1 agonist: inactive

Results for CCCCOc1ccccc1Cn1c(=O)oc2ccccc21 ?
KCNQ1 act: inactive; KCNK3 block: inactive; KCNK9 block: inactive; hERG rescue: -3; ANO1 activ: inactive; MrgX1 allo act: inactive; TMEM16A inh: inactive; RGS4 act: inactive; RGS4 block: inactive; KCNQ1 inh: inactive; MrgX1 agonist: inactive

What do the screens show for `CCN(CC)c1ncnc2scc(C3COc4ccccc4O3)c12` (configuration not stated)?
KCNQ1 act: inactive; KCNK3 block: inactive; KCNK9 block: -7.6*; hERG rescue: -10; ANO1 activ: inactive; MrgX1 allo act: inactive; TMEM16A inh: inactive; RGS4 act: inactive; RGS4 block: inactive; KCNQ1 inh: inactive; MrgX1 agonist: inactive

What do the screens show for `O=S(=O)(Cc1ccccc1)c1ccccc1-c1nnc(-c2ccccc2)o1`?
KCNQ1 act: inactive; KCNK3 block: inactive; KCNK9 block: inactive; hERG rescue: -4; ANO1 activ: inactive; MrgX1 allo act: inactive; TMEM16A inh: inactive; RGS4 act: inactive; RGS4 block: inactive; KCNQ1 inh: inactive; MrgX1 agonist: inactive

How did COc1cc(/C=N/NC(=O)c2c(-c3ccccc3)noc2C)cc(OC)c1OC do in these assays?
KCNQ1 act: inactive; KCNK3 block: inactive; KCNK9 block: inactive; hERG rescue: -14; ANO1 activ: inactive; MrgX1 allo act: inactive; TMEM16A inh: inactive; RGS4 act: inactive; RGS4 block: inactive; KCNQ1 inh: inactive; MrgX1 agonist: inactive

Results for CN(C)c1ccc(/C=C/c2cc[n+]([O-])cc2)cc1 ?
KCNQ1 act: inactive; KCNK9 block: inactive; hERG rescue: -38; MrgX1 allo act: inactive; TMEM16A inh: inactive; RGS4 act: inactive; RGS4 block: inactive; KCNQ1 inh: inactive; MrgX1 agonist: inactive

What do the screens show for `CCCCN(C(=O)NC(=O)Nc1ccccc1C)S(C)(=O)=O`?
KCNQ1 act: inactive; KCNK3 block: inactive; KCNK9 block: inactive; hERG rescue: -12; ANO1 activ: inactive; MrgX1 allo act: inactive; TMEM16A inh: inactive; RGS4 act: inactive; RGS4 block: inactive; KCNQ1 inh: inactive; MrgX1 agonist: inactive

Results for COc1ccc(CNC(=O)C(c2ccncc2)N(C(=O)Cc2cccs2)c2cccc(C)c2)cc1 (configuration not stated) ?
KCNQ1 act: inactive; KCNK3 block: inactive; KCNK9 block: inactive; hERG rescue: -2; ANO1 activ: inactive; MrgX1 allo act: inactive; TMEM16A inh: inactive; RGS4 act: inactive; RGS4 block: inactive; KCNQ1 inh: inactive; MrgX1 agonist: inactive

Results for CCn1cc(C(=O)OCC(=O)c2cc(C)n(-c3ccc(OC(F)F)cc3)c2C)c(=O)c2ccc(C)nc21 ?
KCNQ1 act: inactive; KCNK3 block: inactive; KCNK9 block: inactive; hERG rescue: -2; ANO1 activ: inactive; MrgX1 allo act: inactive; TMEM16A inh: inactive; RGS4 act: inactive; RGS4 block: inactive; KCNQ1 inh: inactive; MrgX1 agonist: inactive

Results for O=C(COC(=O)C1COc2ccccc2O1)NC(=O)Nc1ccc2c(c1)OCCO2 (configuration not stated) ?
KCNQ1 act: inactive; KCNK3 block: inactive; KCNK9 block: inactive; hERG rescue: 1; ANO1 activ: inactive; MrgX1 allo act: inactive; TMEM16A inh: inactive; RGS4 act: inactive; RGS4 block: inactive; KCNQ1 inh: inactive; MrgX1 agonist: inactive

How did CCOc1cc(C2Nc3ccccc3C(=O)N2c2ccccc2)c(Br)cc1OCC(=O)O (configuration not stated) do in these assays?
KCNQ1 act: inactive; KCNK3 block: inactive; KCNK9 block: inactive; hERG rescue: -7; ANO1 activ: inactive; MrgX1 allo act: inactive; TMEM16A inh: inactive; RGS4 act: inactive; RGS4 block: inactive; KCNQ1 inh: inactive; MrgX1 agonist: inactive

How did C=CCN(C(=O)CNC(=O)c1ccco1)C(C(=O)NC1CCCCC1)c1ccccc1F (configuration not stated) do in these assays?
KCNQ1 act: inactive; KCNK3 block: inactive; KCNK9 block: inactive; hERG rescue: -10; ANO1 activ: inactive; MrgX1 allo act: inactive; TMEM16A inh: inactive; RGS4 act: inactive; RGS4 block: inactive; KCNQ1 inh: inactive; MrgX1 agonist: inactive

What do the screens show for `O=C(NC1CCCC1)C(c1ccncc1)N(C(=O)Cc1cccs1)c1ccccc1` (configuration not stated)?
KCNQ1 act: inactive; KCNK3 block: inactive; KCNK9 block: inactive; hERG rescue: -11; ANO1 activ: inactive; MrgX1 allo act: inactive; TMEM16A inh: inactive; RGS4 act: inactive; RGS4 block: inactive; KCNQ1 inh: inactive; MrgX1 agonist: inactive

Results for O=C(Nc1ccn(Cc2c(F)c(F)cc(F)c2F)n1)c1cccc(Cn2cc([N+](=O)[O-])cn2)c1 ?
KCNQ1 act: inactive; KCNK3 block: inactive; KCNK9 block: inactive; hERG rescue: -9; ANO1 activ: inactive; MrgX1 allo act: inactive; TMEM16A inh: inactive; RGS4 act: inactive; RGS4 block: inactive; KCNQ1 inh: inactive; MrgX1 agonist: inactive

How did COc1cccc(NC(=S)N2CCCC2)c1 do in these assays?
KCNQ1 act: inactive; KCNK3 block: inactive; KCNK9 block: inactive; hERG rescue: -8; ANO1 activ: inactive; MrgX1 allo act: inactive; TMEM16A inh: inactive; RGS4 act: inactive; RGS4 block: inactive; KCNQ1 inh: inactive; MrgX1 agonist: inactive

How did COc1cc(OC)c(C2=NOC(C(=O)NCCc3ccccc3)C2)cc1Cl (configuration not stated) do in these assays?
KCNQ1 act: inactive; KCNK3 block: inactive; KCNK9 block: inactive; hERG rescue: -13; ANO1 activ: inactive; MrgX1 allo act: inactive; TMEM16A inh: inactive; RGS4 act: inactive; RGS4 block: inactive; KCNQ1 inh: inactive; MrgX1 agonist: inactive

What do the screens show for `COc1ccc(S(=O)(=O)NCc2ccccn2)cc1OC`?
KCNQ1 act: inactive; KCNK3 block: inactive; KCNK9 block: inactive; hERG rescue: -7; ANO1 activ: inactive; MrgX1 allo act: inactive; TMEM16A inh: inactive; RGS4 act: inactive; RGS4 block: inactive; KCNQ1 inh: inactive; MrgX1 agonist: inactive

How did CCn1nc(NC(=O)c2ccco2)c2cc3cc(C)ccc3nc21 do in these assays?
KCNQ1 act: inactive; KCNK3 block: inactive; KCNK9 block: inactive; hERG rescue: -2; ANO1 activ: inactive; MrgX1 allo act: inactive; TMEM16A inh: inactive; RGS4 act: inactive; RGS4 block: inactive; KCNQ1 inh: inactive; MrgX1 agonist: inactive

What do the screens show for `O=C(NS(=O)(=O)Oc1ccc(F)cc1F)OC[C@@H]1CCCN2CCCCC12` (some centres not stated)?
KCNQ1 act: inactive; KCNK3 block: inactive; KCNK9 block: inactive; hERG rescue: -1; ANO1 activ: inactive; MrgX1 allo act: inactive; TMEM16A inh: inactive; RGS4 act: inactive; RGS4 block: inactive; KCNQ1 inh: inactive; MrgX1 agonist: inactive

Results for Cc1cnc([N+](=O)[O-])n1CCOC(=O)NC(=O)c1ccc(C(F)(F)F)cc1 ?
KCNQ1 act: inactive; KCNK3 block: inactive; KCNK9 block: inactive; hERG rescue: -15; ANO1 activ: inactive; MrgX1 allo act: inactive; TMEM16A inh: inactive; RGS4 act: inactive; RGS4 block: inactive; KCNQ1 inh: inactive; MrgX1 agonist: inactive

What do the screens show for `O=C1CCC(/C=C/c2ccccc2)=NN1Cc1ccc(Cl)c(Cl)c1`?
KCNQ1 act: inactive; KCNK3 block: inactive; KCNK9 block: inactive; hERG rescue: -5; ANO1 activ: inactive; MrgX1 allo act: inactive; TMEM16A inh: inactive; RGS4 act: inactive; RGS4 block: inactive; KCNQ1 inh: inactive; MrgX1 agonist: inactive

How did COc1ccc(/C=C2\SC(=O)N(CCC(=O)NCCCn3ccnc3)C2=O)cc1 do in these assays?
KCNQ1 act: inactive; KCNK3 block: inactive; KCNK9 block: inactive; hERG rescue: -17; ANO1 activ: inactive; MrgX1 allo act: inactive; TMEM16A inh: inactive; RGS4 act: inactive; RGS4 block: inactive; KCNQ1 inh: inactive; MrgX1 agonist: inactive

What do the screens show for `CCC(C)NC(=O)CCc1c(C)nc2nc(-c3cc(OC)cc(OC)c3)nn2c1C` (configuration not stated)?
KCNQ1 act: inactive; KCNK3 block: inactive; KCNK9 block: inactive; hERG rescue: -11; ANO1 activ: inactive; MrgX1 allo act: inactive; TMEM16A inh: inactive; RGS4 act: inactive; RGS4 block: inactive; KCNQ1 inh: 8*; MrgX1 agonist: inactive

Fetched one by one from the list above:
What do the screens show for `CCC(C)NC(=O)CCc1c(C)nc2nc(-c3cc(OC)cc(OC)c3)nn2c1C` (configuration not stated)?
KCNQ1 act: inactive; KCNK3 block: inactive; KCNK9 block: inactive; hERG rescue: -11; ANO1 activ: inactive; MrgX1 allo act: inactive; TMEM16A inh: inactive; RGS4 act: inactive; RGS4 block: inactive; KCNQ1 inh: 8*; MrgX1 agonist: inactive

Results for Cc1cnc([N+](=O)[O-])n1CCOC(=O)NC(=O)c1ccc(C(F)(F)F)cc1 ?
KCNQ1 act: inactive; KCNK3 block: inactive; KCNK9 block: inactive; hERG rescue: -15; ANO1 activ: inactive; MrgX1 allo act: inactive; TMEM16A inh: inactive; RGS4 act: inactive; RGS4 block: inactive; KCNQ1 inh: inactive; MrgX1 agonist: inactive
